Source: PubChem BioAssay (several laboratories)
Cardio protect: protects H9c2 cardiomyocytes from peroxide injury. AID 588492. protection from H2O2 cell death, % at 20 µM. H2O2 injury protection, ATPLite, 2 h. 0.63% of 360,000 active;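 active = compounds giving at least 50% protection of heart cells from peroxide-induced death in the single-dose screen, raw or plate-pattern-corrected value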;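 also: 0% = DMSO wells with peroxide and 100% = DMSO wells without peroxide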
CaV13 ICDI inh: Primary screen for inhibitors of IQ motif and Ca2+-dependent inactivation inhibitor domain binding in CACNA1D, Förster resonance energy transfer in living cells, …. HEK cells, CFP/YFP FRET ICDI-IQ, plate reader, 10 min; percent FRET-ratio fall versus neutral wells. inhibition, % at 12.3 µM. 0.098% of 340,000 active. AID 743397;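 active = mean replicate inhibition of at least 30% and at least 1% of replicates passing that level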;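 also: 0% = median of the neutral control wells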
ABHD5-PLIN5 inh: inhibitors of human ABHD5-perilipin-5 interaction | Q00G26+Q8WTS1 | Split G. princeps luciferase complementation, luminescence, 4 h | inhibition, % at 4 µM | 0.78% of 360,000 active | AID 602281;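 active = inhibition above the mean inhibition across every tested compound plus 3 SD, cut at about 22% in these data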;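 also: 0% = DMSO only wells and the 100% control is not disclosed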
m5-HT2A agonist: agonists of mouse serotonin 5-HT2A receptor (HTR2A) | P35363 | AID 624169 | CHO-K1 mHTR2A beta-arrestin complementation, luminescence; percent of 30 µM serotonin response | activation, % at 7.6 µM | 0.66% of 360,000 active;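 active = activation above a run cutoff, the mean activation of all tested compounds plus 3 SD, cut at about 14% in these data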;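 also: 0% = plate median of compound wells and 100% = 30 µM serotonin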
PDI inh: inhibitors of human protein disulfide isomerase | 0.052% of 350,000 active | inhibition, % at 10 µM | AID 588391 | P07237 | PDI insulin aggregation turbidity, A650, 90 min;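 active = mean inhibition across replicates of 30% or more, whatever share of single replicates reach that level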;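 also: absorbance from insulin aggregation driven by PDI reduction with DTT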
N-glyco inh: blocks N-linked glycosylation in D54 reporter cells; D54 ERlucT glycosylation luciferase reporter, 24 h; percent of 100 nM tunicamycin response; reporter increase, % at 12.5 µM; AID 588692; 0.23% of 360,000 active;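 active = mean luciferase reporter signal, scaled so untreated is 0 and the glycosylation-blocking control 100, at or above a set limit in every replicate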;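 also: luciferase carries N-glycosylation sites so blocking glycosylation raises the light; 0% = median of neutral control wells and 100% = median of 100 nM tunicamycin wells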
MC4R antagonist: blocks human MC4R cAMP signaling. P32245. MC4R-expressing cells, MTII-stimulated cAMP, LANCE TR-FRET. inhibition, % at 6.5 µM. 0.48% of 360,000 active. AID 540295;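 active = inhibition above its plate's cutoff, the mean of tested wells on that plate plus 3 SD, cut at about 29% in these data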;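 also: 0% = Melanotan II alone and 100% = Melanotan II plus saturating MCL0020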
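System: U2OS cells stably expressing human melanocortin 4 receptor (MC4R). Reagent: Melanotan II challenge after compound preincubation. Doses: 6.5 µM. Times: 30-min compound, 1-h challenge, 1-h detection, room temperature. Measured by: TR-FRET with Eu-cAMP and labeled anti-cAMP, 671 nm. Replicates: singlicate.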
ABCB6 inh 2: inhibitors of human ABC transporter ABCB6. K562-ABCB6 porphyrin accumulation, flow cytometry, 1 h; hits give low values. fluorescence ratio to DMSO, % at 10 µM. 0.19% of 360,000 active;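 active = fluorescence ratio to DMSO below 75%, the collection mean minus 3 SD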;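 also: signal is porphyrin accumulated inside mitochondria; 100% equals median channel fluorescence of DMSO control wells; lower ratio means ABCB6 inhibition with less porphyrin fluorescence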
Target sequence (Q9NP58 whole entry, looked up): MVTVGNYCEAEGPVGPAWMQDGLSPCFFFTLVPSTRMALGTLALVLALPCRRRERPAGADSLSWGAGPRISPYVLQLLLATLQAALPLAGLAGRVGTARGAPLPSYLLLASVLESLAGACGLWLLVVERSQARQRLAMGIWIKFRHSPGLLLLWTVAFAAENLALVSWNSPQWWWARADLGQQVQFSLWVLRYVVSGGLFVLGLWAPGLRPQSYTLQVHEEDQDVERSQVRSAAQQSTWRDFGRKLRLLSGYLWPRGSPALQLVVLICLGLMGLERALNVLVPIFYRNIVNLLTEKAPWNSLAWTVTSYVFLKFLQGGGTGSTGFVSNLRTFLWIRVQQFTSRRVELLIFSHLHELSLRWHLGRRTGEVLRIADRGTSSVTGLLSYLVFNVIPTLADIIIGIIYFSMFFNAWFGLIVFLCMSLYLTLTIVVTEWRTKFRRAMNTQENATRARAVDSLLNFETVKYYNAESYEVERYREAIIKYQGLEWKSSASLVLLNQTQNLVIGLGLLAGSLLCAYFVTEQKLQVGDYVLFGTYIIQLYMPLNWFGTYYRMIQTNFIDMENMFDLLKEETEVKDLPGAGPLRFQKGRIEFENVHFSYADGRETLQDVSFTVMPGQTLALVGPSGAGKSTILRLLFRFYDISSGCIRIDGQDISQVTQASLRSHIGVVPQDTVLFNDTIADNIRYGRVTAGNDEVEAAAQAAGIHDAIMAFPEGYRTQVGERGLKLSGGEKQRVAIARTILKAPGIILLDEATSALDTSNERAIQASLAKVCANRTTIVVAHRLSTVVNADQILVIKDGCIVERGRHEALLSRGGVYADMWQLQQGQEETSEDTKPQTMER
MC4R barr agon: human MC4R agonism via beta-arrestin; P32245; U2OS MC4R beta-arrestin complementation, luminescence; percent of melanotan II response, DMSO zero; activation, % at 8.9 µM; 0.98% of 360,000 active; AID 540308;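 active = activation above a per-plate cutoff, the mean activation of sample wells on that plate plus 3 SD, cut at about 8% in these data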
Exocytosis inh: blocks lytic granule exocytosis | TALL-104 LAMP-1 surface exposure, flow cytometry; cells stimulated with thapsigargin and PMA | inhibition, % at 10 µM | 0.66% of 360,000 active | AID 651702;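 active = inhibition above about 55%, limit read from the data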
Numbers without * were called inactive. An unsorted share of the library. Share with any hit: about 4.2%.

For CCn1c(=O)c(C(C)=O)nc2ccccc21 the results were Cardio protect 0, CaV13 ICDI inh -2, ABHD5-PLIN5 inh 1, m5-HT2A agonist 7, PDI inh 0, N-glyco inh 4, MC4R antagonist -5, ABCB6 inh 2 110, MC4R barr agon -0.6 and Exocytosis inh 0.
O=C(Nc1ccccc1OC(F)F)c1ccc(-n2cncn2)c([N+](=O)[O-])c1 was read as Cardio protect 2, CaV13 ICDI inh -5, ABHD5-PLIN5 inh -2, m5-HT2A agonist 0, PDI inh 12, N-glyco inh 1, MC4R antagonist 2, ABCB6 inh 2 97, MC4R barr agon -1.7 and Exocytosis inh -3.
Cc1ccc(/C=C/C(=O)Nc2ccncc2)o1 was read as Cardio protect 1, CaV13 ICDI inh -6, ABHD5-PLIN5 inh 7, m5-HT2A agonist 3, PDI inh -1, N-glyco inh 2, MC4R antagonist -4, ABCB6 inh 2 94, MC4R barr agon 0.0 and Exocytosis inh 1.
`O=C(Nc1ccc(F)c(F)c1)c1ccc(F)c(S(=O)(=O)N2CCC3(CC2)OCCO3)c1` gave Cardio protect -20, CaV13 ICDI inh -5, ABHD5-PLIN5 inh -4, m5-HT2A agonist -3, PDI inh -4, N-glyco inh -1, MC4R antagonist 1, ABCB6 inh 2 96, MC4R barr agon -2.6 and Exocytosis inh -1.
For CCCCc1ccc(NC(=O)c2ccc(NS(C)(=O)=O)cc2)cc1 the results were Cardio protect 7, CaV13 ICDI inh -3, ABHD5-PLIN5 inh -2, m5-HT2A agonist 1, PDI inh 19, N-glyco inh 1, MC4R antagonist 10, ABCB6 inh 2 101, MC4R barr agon 6.6 and Exocytosis inh 1.
Screening COc1cccc(NC(=O)[C@@H]2CCCN2C(=O)[C@@H]2Cc3ccccc3CN2C(=O)OC(C)(C)C)c1 returned Cardio protect -6, CaV13 ICDI inh -13, ABHD5-PLIN5 inh -7, m5-HT2A agonist 6, PDI inh 9, N-glyco inh -1, MC4R antagonist 11, ABCB6 inh 2 100, MC4R barr agon 0.1 and Exocytosis inh 20.
`CCn1cc(C(=O)OCC(=O)c2ccc(Cl)cc2)c(=O)c2ccc(C)nc21` gave Cardio protect -8, CaV13 ICDI inh -2, ABHD5-PLIN5 inh 2, m5-HT2A agonist 1, PDI inh 5, N-glyco inh 5, MC4R antagonist 13, ABCB6 inh 2 96, MC4R barr agon -1.2 and Exocytosis inh 4.
COc1ccccc1CN1CCCC(CN(CCN(C)C)C(=O)C2CCCC2)C1 (centres undefined) was read as Cardio protect 8, CaV13 ICDI inh -14, ABHD5-PLIN5 inh 17, m5-HT2A agonist 3, PDI inh 7, N-glyco inh -3, MC4R antagonist 4, ABCB6 inh 2 101, MC4R barr agon 1.5 and Exocytosis inh 15.
Screening Nc1ccc(Oc2cccc(Oc3ccc(N)cc3)c2)cc1 returned Cardio protect -2, CaV13 ICDI inh -5, ABHD5-PLIN5 inh 9, m5-HT2A agonist 3, PDI inh 2, N-glyco inh 0, MC4R antagonist 6, ABCB6 inh 2 102, MC4R barr agon -1.2 and Exocytosis inh 0.
Screening COc1cccc(C(=O)N2CCOCC2)c1OC returned Cardio protect 0, CaV13 ICDI inh -6, ABHD5-PLIN5 inh 2, m5-HT2A agonist 2, PDI inh 3, N-glyco inh 1, MC4R antagonist -10, ABCB6 inh 2 102, MC4R barr agon -0.2 and Exocytosis inh -2.
CCOc1ccc(CN2CCNC(=O)C2CC(=O)NCc2csc(C)n2)cc1 (centres undefined) was read as Cardio protect 1, CaV13 ICDI inh -3, ABHD5-PLIN5 inh -6, m5-HT2A agonist 0, PDI inh -4, N-glyco inh 1, MC4R antagonist 10, ABCB6 inh 2 101, MC4R barr agon -1.8 and Exocytosis inh -2.
Screening COc1cc(/C=N/NC(=O)C(C)Nc2n[nH]c(=O)[nH]c2=O)ccc1O (centres undefined) returned Cardio protect -2, CaV13 ICDI inh -5, ABHD5-PLIN5 inh 2, m5-HT2A agonist 1, PDI inh -1, N-glyco inh 0, MC4R antagonist -4, ABCB6 inh 2 96, MC4R barr agon -0.8 and Exocytosis inh -2.
Screening COc1ccc(C2=CC(c3ccc(Cl)cc3)n3cnnc3N2)cc1OC (centres undefined) returned Cardio protect 10, CaV13 ICDI inh -19, ABHD5-PLIN5 inh -3, m5-HT2A agonist 1, PDI inh 3, N-glyco inh 0, MC4R antagonist 5, ABCB6 inh 2 92, MC4R barr agon -1.1 and Exocytosis inh 1.
Screening COc1nc(NCCO)nc(Nc2ccccc2F)n1 returned Cardio protect -1, CaV13 ICDI inh -7, ABHD5-PLIN5 inh 5, m5-HT2A agonist -1, PDI inh -9, N-glyco inh 1, MC4R antagonist 12, ABCB6 inh 2 98, MC4R barr agon -0.6 and Exocytosis inh -2.
CCCCc1nnc(SCCSc2nnc(CCCC)n2N)n1N was read as Cardio protect 5, CaV13 ICDI inh -4, ABHD5-PLIN5 inh 2, m5-HT2A agonist 1, PDI inh -6, N-glyco inh 3, MC4R antagonist -2, ABCB6 inh 2 97, MC4R barr agon -2.3 and Exocytosis inh -2.
COc1cccc(Nc2nc(C)nc3c2oc2ccccc23)c1 was read as Cardio protect 2, CaV13 ICDI inh -17, ABHD5-PLIN5 inh -7, m5-HT2A agonist -2, PDI inh -2, N-glyco inh 2, MC4R antagonist 0, ABCB6 inh 2 93, MC4R barr agon -2.4 and Exocytosis inh 8.
`COc1ccc(OCC(=O)OCCN2C(=O)c3ccccc3C2=O)cc1` gave Cardio protect 10, CaV13 ICDI inh -3, ABHD5-PLIN5 inh -3, m5-HT2A agonist 1, PDI inh 5, N-glyco inh 2, MC4R antagonist 7, ABCB6 inh 2 102, MC4R barr agon 1.2 and Exocytosis inh 0.
`COC(=O)c1ccc(NC(=O)CN(C)S(=O)(=O)c2ccc(OC)c(C)c2)cc1` gave Cardio protect -8, CaV13 ICDI inh -10, ABHD5-PLIN5 inh -3, m5-HT2A agonist -1, PDI inh -2, N-glyco inh 0, MC4R antagonist 0, ABCB6 inh 2 95, MC4R barr agon 8.3* and Exocytosis inh -2.
For O=C(Nc1cccc(C(F)(F)F)c1)Oc1ccccc1N1CCOCC1 the results were Cardio protect 1, CaV13 ICDI inh -19, ABHD5-PLIN5 inh -3, m5-HT2A agonist 0, PDI inh 15, N-glyco inh -1, MC4R antagonist 2, ABCB6 inh 2 93, MC4R barr agon -1.4 and Exocytosis inh -2.
For CC(CNC(=O)CN1C(=O)NC2(CCOc3ccccc32)C1=O)c1ccccc1 (centres undefined) the results were Cardio protect 1, CaV13 ICDI inh -2, ABHD5-PLIN5 inh 4, m5-HT2A agonist 1, PDI inh -7, N-glyco inh -1, MC4R antagonist 0, ABCB6 inh 2 102, MC4R barr agon -1.2 and Exocytosis inh 0.
For O=S(=O)(Nn1cnnc1)c1ccc(F)cc1 the results were Cardio protect 1, CaV13 ICDI inh -5, ABHD5-PLIN5 inh 8, m5-HT2A agonist 3, PDI inh -6, N-glyco inh 1, MC4R antagonist -9, ABCB6 inh 2 99, MC4R barr agon 1.9 and Exocytosis inh 1.
Screening CC1=CC(C)(C)[N+](C)=CN1c1ccccc1 returned Cardio protect 5, CaV13 ICDI inh -5, ABHD5-PLIN5 inh -5, m5-HT2A agonist 1, PDI inh 1, N-glyco inh 3, MC4R antagonist 6, ABCB6 inh 2 92, MC4R barr agon -0.9 and Exocytosis inh 0.
For COc1ccc(S(=O)(=O)Nc2cccc3c2O[C@H](CN(C)Cc2ccncc2)[C@@H](C)CN([C@H](C)CO)C3=O)cc1 the results were Cardio protect 7, CaV13 ICDI inh -10, ABHD5-PLIN5 inh 24*, m5-HT2A agonist -1, PDI inh -4, N-glyco inh 4, MC4R antagonist 5, ABCB6 inh 2 98, MC4R barr agon -1.6 and Exocytosis inh 7.
CCOC(=O)n1c(=O)n(Cc2ccc(F)cc2)c2ccccc21 was read as Cardio protect -1, CaV13 ICDI inh -1, ABHD5-PLIN5 inh -2, m5-HT2A agonist -4, PDI inh 3, N-glyco inh -3, MC4R antagonist 12, ABCB6 inh 2 99, MC4R barr agon -1.3 and Exocytosis inh 2.
Screening Cn1c2ccccc2c(=O)c2ccc(Cl)cc21 returned Cardio protect 5, CaV13 ICDI inh 3, ABHD5-PLIN5 inh -5, m5-HT2A agonist 3, PDI inh 0, N-glyco inh 7, MC4R antagonist -2, ABCB6 inh 2 95, MC4R barr agon -0.4 and Exocytosis inh 8.
O=C(COC(=O)c1cc(-c2ccc(Cl)s2)nc2ccccc12)NCc1ccco1 was read as Cardio protect 7, CaV13 ICDI inh -2, ABHD5-PLIN5 inh 38*, m5-HT2A agonist 8, PDI inh 8, N-glyco inh 2, MC4R antagonist 18, ABCB6 inh 2 104, MC4R barr agon -1.4 and Exocytosis inh -9.
Screening CC(=O)Nc1ccc2c(c1)Cc1cc(N3C(=O)C=CC3=O)ccc1-2 returned Cardio protect -20, CaV13 ICDI inh -6, ABHD5-PLIN5 inh 35*, m5-HT2A agonist -6, PDI inh -17, N-glyco inh -2, MC4R antagonist -34, ABCB6 inh 2 84, MC4R barr agon -3.2 and Exocytosis inh 46.
CCCCn1c(N)c(N(CC(C)C)C(=O)C2CCN(S(=O)(=O)c3ccc(C)cc3C)CC2)c(=O)[nH]c1=O was read as Cardio protect 0, CaV13 ICDI inh -16, ABHD5-PLIN5 inh 1, m5-HT2A agonist 0, PDI inh 2, N-glyco inh 1, MC4R antagonist -4, ABCB6 inh 2 102, MC4R barr agon 0.7 and Exocytosis inh 2.
For CN1N=C(C(=O)N2CCc3c([nH]c4ccccc34)C2c2ccccc2Cl)CCC1=O (centres undefined) the results were Cardio protect 7, CaV13 ICDI inh -4, ABHD5-PLIN5 inh -5, m5-HT2A agonist 0, PDI inh 8, N-glyco inh 2, MC4R antagonist 3, ABCB6 inh 2 93, MC4R barr agon -2.4 and Exocytosis inh -2.
`COc1ccc(CCNC(=O)CS(=O)Cc2nc(-c3ccccc3F)oc2C)cc1OC` (centres undefined) gave Cardio protect 5, CaV13 ICDI inh -3, ABHD5-PLIN5 inh 0, m5-HT2A agonist 0, PDI inh -3, N-glyco inh -1, MC4R antagonist 6, ABCB6 inh 2 96, MC4R barr agon -1.8 and Exocytosis inh 1.
`COc1cccc(NC(=O)CN2C(=O)C(c3ccc(C)cc3)=NC23CCCCCC3)c1` gave Cardio protect -6, CaV13 ICDI inh -4, ABHD5-PLIN5 inh -2, m5-HT2A agonist 9, PDI inh 15, N-glyco inh -3, MC4R antagonist 12, ABCB6 inh 2 95, MC4R barr agon -0.6 and Exocytosis inh -4.
O=c1c2ccccc2ncn1-c1ccc(Br)cc1[N+](=O)[O-] was read as Cardio protect 7, CaV13 ICDI inh -5, ABHD5-PLIN5 inh -7, m5-HT2A agonist 2, PDI inh 2, N-glyco inh 0, MC4R antagonist 2, ABCB6 inh 2 101, MC4R barr agon 0.0 and Exocytosis inh -11.
